From PubChem BioAssay
ROCK2 blocker: ROCK2 (human) kinase inhibition; O75116; purified ROCK2, Kinase-Glo ATP depletion luminescence; inhibition, % at 6 µM; 60,000 compounds, 0.35% hits;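 active = inhibition above the screen-wide mean inhibition plus 3 SD, cut at about 18% in these data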;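 note: plate controls were DMSO wells for no effect and Y-27632 control wells after no-enzyme background subtraction for full effect; many of its hits are not listed in these tables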
Target sequence (O75116 whole entry, looked up): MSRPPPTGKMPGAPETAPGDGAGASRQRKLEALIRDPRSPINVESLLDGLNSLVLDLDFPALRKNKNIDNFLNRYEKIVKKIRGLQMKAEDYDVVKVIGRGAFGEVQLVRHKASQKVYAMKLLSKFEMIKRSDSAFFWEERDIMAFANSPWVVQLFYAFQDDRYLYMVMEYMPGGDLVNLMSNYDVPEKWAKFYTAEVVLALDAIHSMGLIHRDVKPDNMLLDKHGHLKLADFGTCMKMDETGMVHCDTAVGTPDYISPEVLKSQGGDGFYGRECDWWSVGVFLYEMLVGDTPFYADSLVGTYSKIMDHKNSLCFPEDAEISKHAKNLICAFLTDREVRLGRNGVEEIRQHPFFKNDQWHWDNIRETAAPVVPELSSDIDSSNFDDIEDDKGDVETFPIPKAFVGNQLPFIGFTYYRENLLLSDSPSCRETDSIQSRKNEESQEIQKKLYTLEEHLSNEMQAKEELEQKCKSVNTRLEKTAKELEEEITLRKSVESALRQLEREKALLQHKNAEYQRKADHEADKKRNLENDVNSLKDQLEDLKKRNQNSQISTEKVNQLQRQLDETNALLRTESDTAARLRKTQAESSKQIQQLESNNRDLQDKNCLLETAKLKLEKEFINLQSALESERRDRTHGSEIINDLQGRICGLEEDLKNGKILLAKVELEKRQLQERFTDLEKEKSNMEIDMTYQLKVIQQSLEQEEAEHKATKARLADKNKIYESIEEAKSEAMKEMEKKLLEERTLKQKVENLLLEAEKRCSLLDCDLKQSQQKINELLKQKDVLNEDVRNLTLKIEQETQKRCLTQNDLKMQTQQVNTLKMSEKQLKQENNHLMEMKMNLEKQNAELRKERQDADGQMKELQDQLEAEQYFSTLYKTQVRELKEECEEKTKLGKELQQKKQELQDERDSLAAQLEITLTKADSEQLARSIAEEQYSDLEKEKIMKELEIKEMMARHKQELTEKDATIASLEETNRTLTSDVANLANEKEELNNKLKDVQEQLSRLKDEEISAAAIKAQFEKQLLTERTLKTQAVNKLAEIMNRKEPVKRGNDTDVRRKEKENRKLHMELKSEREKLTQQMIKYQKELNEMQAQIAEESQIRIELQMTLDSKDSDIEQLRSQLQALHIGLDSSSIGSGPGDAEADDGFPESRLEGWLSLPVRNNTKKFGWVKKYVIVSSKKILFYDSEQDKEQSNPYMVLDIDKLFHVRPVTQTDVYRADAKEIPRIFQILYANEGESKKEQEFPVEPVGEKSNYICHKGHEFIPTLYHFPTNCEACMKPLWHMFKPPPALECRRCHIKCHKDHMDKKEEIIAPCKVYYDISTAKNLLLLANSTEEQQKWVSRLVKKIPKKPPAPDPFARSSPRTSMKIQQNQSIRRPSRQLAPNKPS
JNK3 blocker: JNK3 (human) kinase inhibition. P53779. purified JNK3 kinase activity, HTS. inhibition, % at 8 µM. 60,000 compounds, 0.61% hits; in the data active = inhibition above about 17%;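 note: 0% = DMSO and 100% = reference inhibitor; many of its hits are not listed in these tables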
CatB block: human cathepsin B inhibition; purified cathepsin B, fluorogenic substrate, fluorescence; P07858; inhibition, %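 (tested at 10 µM)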; 63,000 compounds, 0.1% hits; in the data active = inhibition above about 21%;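 note: 0% = enzyme with no compound and 100% = no enzyme blank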
Ec RNAP inh: blocks E. coli RNA polymerase transcription; 62,000 compounds, 0.2% hits; P0A8V2; inhibition, %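 (tested at 10 µM)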; fluorescence transcription assay; AID 559; in the data active = inhibition above about 20%;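 note: 0% = enzyme without compound and 100% = no enzyme blank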
CatS inh: human cathepsin S inhibition; P25774; recombinant cathepsin S, AMC dipeptide fluorescence, pooled mixtures; inhibition, %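 (tested at 5 µM per compound within 10-compound mixtures)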; 62,000 compounds, 0.06% hits; in the data active = inhibition above about 32%, passing the limit was not always enough; inconclusive = no clear call, values can overlap the other calls;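 note: 0% = enzyme without compound and 100% = blank without enzyme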
CatB mix inh: human cathepsin B inhibition by mixtures; Purified cathepsin B, AMC dipeptide fluorescence, compound mixtures; AID 488; 62,000 compounds, 0.06% hits; inhibition, %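 (ten-compound pools at 5 µM per compound and 50 µM total)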; P07858; in the data active = inhibition above about 22%, passing the limit was not always enough; inconclusive = no clear call, values can overlap the other calls;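 note: 0% = enzyme without compound and 100% = no enzyme blank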
AP ELISA ortho: orthogonal test for alternative complement pathway inhibitors; Human serum alternative complement pathway, LPS-coated ELISA, C3 deposition; tested in compound mixtures; inhibition, % at 5 µM; 62,000 compounds, 0.08% hits; AID 1235;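 active = inhibition above 30% in each of the two pooled mixtures holding the compound, so the lower value exceeds 30%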;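 note: 0% = serum in Mg-EGTA without compound and 100% = EDTA serum blank; some compounds past the cut are filed as inactive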
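Medium: diluted human serum in Mg2+-EGTA GVB++. Assay system: human serum complement alternative pathway, C3 deposition onto LPS. Also added: Plate-bound LPS. Technique: Anti-C3 ELISA, OD 450 nm. Measure: percent inhibition. Incubation: 1 h at 37 °C. Dosing: 5 µM each compound, pools of ten, 50 µM per pool.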
PKA inh: PKA (human) kinase inhibition. PKA Kemptide phosphorylation, Kinase-Glo ATP luminescence. 65,000 compounds, 0.1% hits. inhibition, % at 6 µM. P17612;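 active = inhibition above the screen-wide mean inhibition plus 3 SD, cut at about 21% in these data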; note: many of its hits are not listed in these tables
RORa activator: RORA (human) activation | P35398 | CHO-K1 Gal4-RORA LBD luciferase reporter, luminescence; percent increase over mock-subtracted basal signal | activation, % at 10 µM | 65,000 compounds, 1.5% hits;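 active = activation above the mean of all tested compounds plus 3 SD, cut at about 49% in these data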;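 note: 0% = DMSO-treated RORA cells and 100% = added signal equal to DMSO minus mock-transfected cells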
An asterisk follows results filed as active; ? = inconclusive; nt = not tested or not shown.

Value order – ROCK2 blocker	JNK3 blocker	CatB block	Ec RNAP inh	CatS inh	CatB mix inh	AP ELISA ortho	PKA inh	RORa activator
CC(NC(=O)Nc1ccccc1C(F)(F)F)C1CCCO1 (stereo not given)
→ 0	0	-2	-5	8	-2	7	2	9
CCOc1cc(-c2c(C#N)c(N)nc3c2CCCC3C)ccc1O (stereo not given)
→ 6	0	-3	10	9	1	-5	8	-6
CCOc1ccccc1NC(=O)CCC(=O)Nc1ccc2nc(N3CCN(C)CC3)cc(C)c2c1
→ -2	-14	-1	1	7	-1	9	-4	6
CCOc1cc(C2C(C#N)=C(N)OC3CCCC(=O)C32)ccc1OCCN1CCOCC1 (stereo not given)
→ -9	0	2	nt	10	-5	-6	-6	-14
CC(C)CC(=O)N1CCN(Cc2cccc(F)c2)CC1
→ 0	-1	-3	-1	0	0	6	-6	16
CN(C)CCCNCCCCNC(=O)/C=N/O
→ -11	-1	1	11	nt	nt	nt	1	-14
COc1ccc(-c2noc(CCC(=O)N3CCN(c4cc(C)ccc4C)CC3)n2)cc1
→ nt	nt	6	0	-5	3	17	6	3
CCSC1=NC(=O)/C(=C2/C=Cc3ccccc3N2CC)S1
→ 6	0	-2	6	10	4	-11	15	14
COc1ccc(-n2c(CNC(=O)c3ccc(S(=O)(=O)N4CCCC4)cc3)n[nH]c2=S)cc1
→ 6	3	0	4	12	2	7	6	7
CCc1ccc2c(c1)C(C)=CC(C)(C)N2
→ 4	1	4	2	nt	nt	nt	8	11
CCOC(=O)c1sc(=S)n(-c2ccc3c(c2)OCO3)c1N
→ nt	nt	-2	18	7	6	10	-3	-15
Cc1ccc(S(=O)(=O)N2CCN(S(=O)(=O)c3ccc(C)cc3)C3OCCOC32)cc1 (stereo not given)
→ 3	4	2	-5	-6	-5	-16	6	-9
O=C(Nc1ccc2oc(-c3ccccc3F)nc2c1)c1cncc(Br)c1
→ 2	-1	6	0	6	13	7	0	7
O=C(O)CC(CC(=O)Nc1nncs1)c1ccccc1 (stereo not given)
→ 7	0	0	7	0	-2	-13	11	-4
Cc1ccc(-n2c(SCc3cn4ccsc4n3)nc3ccccc3c2=O)cc1
→ -3	5	-3	-4	-2	-3	4	-2	8
CC(=O)N1CCc2cc(NS(=O)(=O)c3cccs3)ccc21
→ 1	4	5	11	9	4	7	3	-3
CCOC(=O)CCCCNCc1ccccc1
→ 5	0	-2	4	-4	-1	9	7	-22
Cc1ccccc1-n1c(SC(C)C(N)=O)nnc1-c1cccnc1 (stereo not given)
→ 5	1	8	9	12	2	-7	2	-9
CC(C)OCCCNc1ncnc2c1[nH]c1ccccc12
→ 4	1	-8	1	-2	3	-4	-3	-42
Cc1cc2oc(C(=O)Nc3cccnc3)c(C)c2cc1C
→ -1	3	8	10	-16	2	11	-11	1
COc1cc(S(=O)(=O)N2CCN(c3ccc(F)cc3)CC2)ccc1Cl
→ 0	3	-3	14	6	1	7	4	-4
CN1C(=O)C(O)(CC(=O)c2ccccn2)c2cc(Br)ccc21 (stereo not given)
→ 0	-4	-2	0	-2	1	6	-6	8
CCN(CC)CCCN1C(=O)c2oc3ccccc3c(=O)c2C1c1cc(OC)ccc1OC (stereo not given)
→ 6	-1	0	6	0	4	-7	12	-10
COc1ccc(CCNC(=O)CSc2nc(C)nc3c2oc2ccccc23)cc1OC
→ 6	0	2	-1	-5	-4	2	8	8
COc1ccc(C2CC(c3ccc(Cl)cc3)Nc3nc(NC(=O)c4ccco4)nn32)cc1 (stereo not given)
→ 3	-3	2	9	0	5	-1	7	6
CC(C)CC(c1nnnn1Cc1ccccc1)N1CCN(C(=O)c2ccco2)CC1 (stereo not given)
→ 4	3	6	11	9	3	1	8	-12
O=C(O)c1cccc(S(=O)(=O)NCC2CCCO2)c1 (stereo not given)
→ 5	3	6	11	-3	6	10	10	-11
O=C1CC(SCc2nc3ccccc3[nH]2)C(=O)N1c1ccc(F)cc1 (stereo not given)
→ 3	0	6	8	2	3	3	4	-6
COc1ccc(-n2nc(C(=O)Nc3ccc4c(c3)OCO4)c3ccccc3c2=O)c(OC)c1
→ 5	2	2	0	1	2	7	6	5
CC(CN1CCCCC1)OC(=O)c1ccc(Cl)cc1Cl (stereo not given)
→ 3	1	1	-10	8	1	-6	4	-10
CC(=O)Nc1ccc(OC(=O)C(CCS(C)(=O)=O)N2C(=O)c3ccccc3C2=O)cc1 (stereo not given)
→ 1	-2	0	5	-6	1	30	2	-20
CCn1nnc(NC(=O)C(C)Oc2ccc(Cl)cc2Cl)n1 (stereo not given)
→ 6	5	3	5	-4	-4	22	10	11
CC(=O)Nn1cnc2c(c1=O)C1(CCCC1)Cc1ccccc1-2
→ 0	-4	0	-3	nt	nt	nt	-4	4
CCOC(=O)c1[nH]c2ccc(OC)cc2c1NC(=O)CN1CCSCC1
→ -2	-1	7	-5	7	5	-7	0	15
O=C(Nc1nnc(-c2cccs2)o1)c1cccc(C(F)(F)F)c1
→ 0	1	-1	8	2	1	-2	6	-1
CC1(C)CCCN(C(=O)c2coc(=O)c(Br)c2)C1
→ 4	4	8	7	9	0	-24	4	-26
O=C(Nc1ccc(N2CCOCC2)cc1)C1CCCN(S(=O)(=O)c2ccccc2)C1 (stereo not given)
→ 2	-1	1	1	-4	3	25	3	-7
COCCCn1c(SCC(=O)NC2CCCCC2)nnc1-c1ccncc1
→ 5	-4	0	nt	6	2	-7	5	-15
Cc1ccccc1OCC(O)Cn1c(SC(C)C)nc2c1c(=O)[nH]c(=O)n2C (stereo not given)
→ 6	5	-3	7	8	2	-11	11	8
COc1cc(CN2CCN(S(=O)(=O)c3ccc(NC(C)=O)cc3)CC2)cc(OC)c1O
→ -2	8	-5	5	-15	-4	6	4	5
Cn1c(C(=O)N2CCC(C(N)=O)CC2)cc2c(=O)n(C)c3ccccc3c21
→ 0	2	-2	8	17	5	9	-3	-2
CN(C)Cc1c(O)ccc2occ(C(O)c3ccccc3)c12 (stereo not given)
→ 2	1	2	5	1	1	-3	4	-17
N#Cc1c(NC(=O)CCCN2C(=O)c3ccccc3C2=O)oc(-c2ccccc2)c1-c1ccccc1
→ 5	3	7	6	13	5	-7	13	-16
CCCc1nnc(NC(=O)CCN2C(=O)c3ccccc3C2=O)s1
→ 0	-10	0	8	8	-4	5	-2	0
CSC1=C(C#N)C(CC(C)C)C(C(C)=O)=C(C)N1 (stereo not given)
→ 1	-3	3	7	0	2	-18	4	-2
NC(=O)CN1C(=O)C(O)(CC(=O)c2ccccc2O)c2ccccc21 (stereo not given)
→ -4	-3	2	7	0	4	9	2	-7
O=C(c1ccco1)N(Cc1cccs1)C1CCS(=O)(=O)C1 (stereo not given)
→ 1	0	3	0	-2	3	20	0	8
C=CCOc1ccc(/C=N/n2cncn2)cc1OC
→ 7	4	1	-7	?	3	-22	10	-24
CCOc1ccc(CC(=O)Nc2c(C(N)=O)oc3ccc(Br)cc23)cc1OCC
→ 1	6	-1	6	-4	2	16	6	2
CC1CC(C)CN(CCCNC(=O)C2CCCN(c3nnc(N4CCCC4=O)s3)C2)C1 (stereo not given)
→ -8	-4	-1	9	4	-4	-3	-5	-20
Cc1oc(-c2ccccc2F)nc1CN1CCC(C(=O)NC2CC2)CC1
→ 9	4	-3	1	-1	1	19	12	-19
CC(=O)Nc1cc(S(=O)(=O)C(F)(F)F)ccc1Cl
→ 2	5	3	9	-3	4	12	4	-19

Copied from above, 14 compounds:
Value order – ROCK2 blocker	JNK3 blocker	CatB block	Ec RNAP inh	CatS inh	CatB mix inh	AP ELISA ortho	PKA inh	RORa activator
Cc1ccccc1OCC(O)Cn1c(SC(C)C)nc2c1c(=O)[nH]c(=O)n2C (stereo not given)
→ 6	5	-3	7	8	2	-11	11	8
COc1cc(CN2CCN(S(=O)(=O)c3ccc(NC(C)=O)cc3)CC2)cc(OC)c1O
→ -2	8	-5	5	-15	-4	6	4	5
Cn1c(C(=O)N2CCC(C(N)=O)CC2)cc2c(=O)n(C)c3ccccc3c21
→ 0	2	-2	8	17	5	9	-3	-2
CN(C)Cc1c(O)ccc2occ(C(O)c3ccccc3)c12 (stereo not given)
→ 2	1	2	5	1	1	-3	4	-17
N#Cc1c(NC(=O)CCCN2C(=O)c3ccccc3C2=O)oc(-c2ccccc2)c1-c1ccccc1
→ 5	3	7	6	13	5	-7	13	-16
CCCc1nnc(NC(=O)CCN2C(=O)c3ccccc3C2=O)s1
→ 0	-10	0	8	8	-4	5	-2	0
CSC1=C(C#N)C(CC(C)C)C(C(C)=O)=C(C)N1 (stereo not given)
→ 1	-3	3	7	0	2	-18	4	-2
NC(=O)CN1C(=O)C(O)(CC(=O)c2ccccc2O)c2ccccc21 (stereo not given)
→ -4	-3	2	7	0	4	9	2	-7
O=C(c1ccco1)N(Cc1cccs1)C1CCS(=O)(=O)C1 (stereo not given)
→ 1	0	3	0	-2	3	20	0	8
C=CCOc1ccc(/C=N/n2cncn2)cc1OC
→ 7	4	1	-7	?	3	-22	10	-24
CCOc1ccc(CC(=O)Nc2c(C(N)=O)oc3ccc(Br)cc23)cc1OCC
→ 1	6	-1	6	-4	2	16	6	2
CC1CC(C)CN(CCCNC(=O)C2CCCN(c3nnc(N4CCCC4=O)s3)C2)C1 (stereo not given)
→ -8	-4	-1	9	4	-4	-3	-5	-20
Cc1oc(-c2ccccc2F)nc1CN1CCC(C(=O)NC2CC2)CC1
→ 9	4	-3	1	-1	1	19	12	-19
CC(=O)Nc1cc(S(=O)(=O)C(F)(F)F)ccc1Cl
→ 2	5	3	9	-3	4	12	4	-19

An excerpt. The share of hits here may be higher or lower than overall.
